HCMV antiviral = qHTS Assay for inhibitors of the human cytomegalovirus (HCMV); HFF cells, HCMV-luciferase reporter, 72 h; active compounds read low; 4.5% of 410,000 active; activity change, negative = inhibition, % at 57.5 µM; in the data active = activity change below about -60%; inconclusive = no clear call, values can overlap the other calls; inactive = above about -39%
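Two-dose cell screen: HFF monolayers treated with compounds and infected with luciferase-expressing HCMV at 1 PFU/cell, 72 h at 37C, then lysed for luciferase measurement.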
AMA1-RON2 inh = qHTS for Inhibitors of AMA1-RON; Towards Development of Antimalarial Drug Lead: Primary Screen; AlphaScreen AMA1-biotinylated RON2 peptide binding; AID 720542, 2013; Potency, µM (highest dose often 58.2 µM), for the others: top-dose activity change, negative = inhibition, hits mostly inhibitors; 0.2% of 360,000 active; Plasmodium falciparum AMA1 (3D7) - RON2 peptide interaction; active = well fitted inhibition curve with a large enough effect; inconclusive = small, poorly fitted or top-dose-only effect; inactive = no such curve, though single readings can be large or run the other way;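 also: potency is read from the fitted curve at half-maximal effect; 0% = vehicle wells and -100% = peptide control; nearly all actives have a fitted effect of over 45% in size; some results filed as inactive show a strong effect at the top dose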
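AMA1 (3D7) with his tag at 25 nM final met compounds first, then biotinylated RON2 peptide at 25 nM; detection used donor plus acceptor beads, 10 µg/mL apiece, read by AlphaScreen after 30 min at room temperature.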
Active calls of the source: *; u = inconclusive; [ ] = another dose, or the depositor's remark. Unless noted, % is scaled to controls: 0 for no effect and ±100 for the full control effect. A portion of the library (hit frequency here may not be typical).

SMILES	HCMV antiviral	AMA1-RON2 inh
Cn1c(=O)c2cc(NC(=O)NCc3ccc(F)cc3)ccc2n1C	4	-10%
O=C(O)CC(C(=O)O)C(=Cc1ccccc1)c1ccccc1 (centres undefined)	-16	1%
CCCS(=O)(=O)NC(=O)C1(C)CCCN(C(=O)c2cccc(C(F)(F)F)c2)C1 (centres undefined)	23	7%
NC(=O)c1ncn([C@@H]2O[C@H](CNCc3ccc(OCC(=O)Nc4nccs4)cc3)[C@@H](O)[C@H]2O)n1	-29	20%
O=C1CN(N=Cc2ccco2)C(=O)N1	2	5%
COc1cc(-c2nnc(COC(=O)c3ccc([N+](=O)[O-])o3)o2)cc(OC)c1OC	10	-1%
COc1ccccc1N(CC(=O)N1CCN(Cc2ccccc2)CC1)S(=O)(=O)c1ccccc1	-38	-2%
COC(=O)c1ccccc1COc1cccn2c(N(C)Cc3cccs3)c(C)nc12	-18	-13%
COc1cccc(C(NC(C)=O)c2nc(-c3cccc4cccnc34)cs2)c1 (centres undefined)	29	2%
CC(C)(C)NC(=O)C(c1ccccc1)n1c(-c2ccc(-c3ccccc3)cc2)nc2ccccc21 (centres undefined)	-2	5%
Nc1ccc(Sc2ccccc2)nc1	25	2%
CCNC(=O)C1(C)CCCN(C(=O)COCc2ccccc2)C1 (centres undefined)	-13	-2%
CC(CNC(=O)CC[C@H]1O[C@@H](n2cnc3c(NC(=O)c4ccccc4)ncnc32)[C@H](O)[C@@H]1O)c1ccccc1 (some centres undefined)	4	5%
Cc1cc2c(=O)[nH]c(N)nc2[nH]1	-29	5%
Clc1ccc(-c2nc3ccc(Cl)cn3c2Cc2ccsc2)cc1	9	-4%
CCN1CCCC1CNC(=O)c1ccc2c(c1)NC(=O)/C(=C\c1ccccc1Cl)S2 (centres undefined)	-63*	-17%
CNc1cncc(-c2ccccc2CO)n1	25	-5%
CSc1nc(N)c2c(n1)N(C)C=NS2(=O)=O	-31	1%
C(=C\c1ccccc1)/CN1CCN(C(c2cccs2)c2nnnn2Cc2ccccc2)CC1 (centres undefined)	-31	-21%
Cc1ccc(C)c(N2N=C(C(=O)OCc3nnc(-c4ccccc4Br)o3)CCC2=O)c1	3	6%
COc1ccc(NC(=O)CCN(c2ccc(OC)cc2)S(=O)(=O)c2ccc(C)c(C)c2)cc1	13	-13%[11.6 µM]
CCn1c(=O)c(C(=O)Nc2cccnc2)c(O)c2ccccc21	-31	14%
CCN(CC(=O)Nc1ccc(OC)cc1)C(=O)C1CC(=O)N(Cc2ccccc2)C1 (centres undefined)	-32	110%[activator]
CN(Cc1ccccc1)C(=O)[C@@H]1CCCN1C(=O)[C@@H]1CCCN1C(=O)OC(C)(C)C	12	3%
CCOc1ccc(-c2nc3c(s2)CCc2onc(-c4ccc(OC)cc4)c2-3)cc1	-60*	6%
O=C(c1cccc(S(=O)(=O)N2CCCC2)c1)N1CCN(S(=O)(=O)c2cccc(Cl)c2)CC1	28	-9%
C[C@@H]1CN([C@H](C)CO)C(=O)c2cc(Br)cnc2O[C@H]1CN(C)Cc1ccccc1	0	-2%
COc1ccccc1-c1csc(C(C)(O)c2ccccc2)n1 (centres undefined)	6	13%
CCOC(=O)[C@]12CCCC=C1N(Cc1cccc3ccccc13)C(=O)[C@H](CC(=O)NCc1cccs1)C2	-7	-26%
OC1c2cc(Br)ccc2N=C2CCCCCN21 (centres undefined)	41	-14%
CC1=C(C(=O)N2CCOCC2)CC(CC(=O)NCc2cccc3ccccc23)C(=O)N1Cc1ccc(F)cc1 (centres undefined)	1	-5%
CC(C)c1ccc(O)c(C(=O)c2cnn(-c3ccccc3)c2)c1	-31	-16%
COc1ccc(C(C)(O)c2nc(-c3ccc4c(c3)OCO4)cs2)cc1 (centres undefined)	-14	-1%
C[C@H]1CN([C@@H](C)CO)C(=O)CCCn2nncc2CO[C@@H]1CN(C)Cc1ccc(Cl)c(Cl)c1	2	-2%
NC(Cc1ccc(Cl)cc1)c1csc(NC(=O)NCC2CCCCC2)n1 (centres undefined)	17	56%[activator]
CCOC(=O)[C@]12CCC=C1N(Cc1ccco1)C(=O)[C@H](CC(=O)N1CCCC1)C2	-9	-10%
c1ccc(CN2CC[C@@H](Nc3nccn4ccnc34)C2)cc1	-9	66%[activator]
COc1cccc(NC(=O)Nc2ccc(F)cc2)c1	0	-5%
C[C@H]1CN([C@@H](C)CO)S(=O)(=O)c2ccc(Br)cc2O[C@H]1CN(C)C(=O)Cc1ccccc1	-4	7%
CC1(C(=O)NS(=O)(=O)c2ccccc2)CCN1C(=O)C1(c2ccc(Cl)cc2)CCC1 (centres undefined)	-4	3%
CCOC(=O)[C@]12CCCC=C1N(Cc1ccc(Cl)cc1Cl)C(=O)[C@H](CC(=O)NCCc1ccccc1OC)C2	7	-22%
CC(=O)c1ccc(OCCCC(=O)OCC(=O)N2CCN(S(=O)(=O)c3ccc(C)cc3C)CC2)cc1	0	-3%
O=C(O)C(Cc1ccc(OS(=O)(=O)Cc2ccccc2)cc1)NS(=O)(=O)Cc1ccccc1 (centres undefined)	-60*	3%
Cc1ccc(C(=O)NN=Cc2ccc3c(c2)OCO3)cc1	102	-1%
N#Cc1ccc(C(=O)N2CCCCC2c2cc(C(=O)Nc3ccccc3Cl)no2)cc1 (centres undefined)	-9	-7%
CC(C)NC1(C(N)=O)CCN(Cc2ccccc2)CC1	-24	-3%
COc1ccccc1-c1cnc2c(c1)C(=O)N([C@@H](C)CO)C[C@@H](C)[C@H](CN(C)C(=O)c1cccnc1)O2	3	-1%
O=C(NCCCc1ccccc1)C(=O)NCC1OCCN1S(=O)(=O)c1ccccc1 (centres undefined)	15	-10%
CC1(C(=O)NS(=O)(=O)Cc2ccccc2)CCN1C(=O)CCc1ccccc1 (centres undefined)	-2	0%
NS(=O)(=O)c1cc(C(=O)OCCNC(=O)c2ccccc2)c(Cl)cc1Cl	12	-12%

Following part:
SMILES	HCMV antiviral	AMA1-RON2 inh
CC(=O)Nc1ccc(-c2ccnc3c2CC(C)(C(=O)Nc2ccc4c(c2)OCO4)O3)cc1 (centres undefined)	47	u
N#Cc1cccc(N2[C@@H](Cc3cc4ccccc4n3Cc3ccccc3)COC[C@H]2Cc2ccc3ccccc3c2)c1	12	-5%
CC1(C(=O)NS(=O)(=O)C2CC2)CCCN(C(=O)COc2ccc(Cl)cc2Cl)C1 (centres undefined)	-22	11%
Cc1nc(C(F)(F)F)ccc1C(=O)N1CCC1(C)C(=O)NS(=O)(=O)c1ccc(C#N)cc1 (centres undefined)	15	-1%
CC[C@H](C)[C@H]1CNC(=S)N1CC1CCN(CC2CCC(C)CC2)CC1 (some centres undefined)	-17	4%
Cc1ccc(N2CCN(C(=O)C(=O)c3cccc([N+](=O)[O-])c3)CC2)cc1	2	u
CCOc1ccccc1C(=O)NC(C(=O)OCn1nnc2ccccc2c1=O)C(C)C (centres undefined)	-15	-5%
C[C@H](CO)N1C[C@H](C)[C@@H](CN(C)C(=O)c2ccc3ccn(C)c3c2)OCc2cn(nn2)CCCC1=O	8	2%
CCNC(=O)C1(C)CCCN(Cc2csc3ccccc23)C1 (centres undefined)	2	10%
CC1(C(=O)NS(=O)(=O)c2ccc(F)cc2F)CCN1C(=O)C1(c2ccc(Cl)cc2)CCC1 (centres undefined)	-37	1%
CCC1NC(=O)c2cc3ccccc3cc2-n2c1nc1cc(C)cc(C)c1c2=O (centres undefined)	-10	18%
CCC(=O)N(C)C[C@@H]1Oc2cc(Br)ccc2S(=O)(=O)N([C@@H](C)CO)C[C@@H]1C	-13	-4%
Cn1c(=O)[nH]c(N)c(Br)c1=O	-5	-2%
Cc1cc(NC(=O)Nc2cccc(Cl)c2)no1	3	8%
CC1CN1P1(=O)OCC(C)([N+](=O)[O-])CO1 (centres undefined)	-2	22%
CCNC(COC(=O)c1ccc([N+](=O)[O-])cc1)C1CCCCC1 (centres undefined)	-26	-3%
O=C(NC1CCCCC1)c1ccc2c(c1)S(=O)(=O)c1ccccc1C2=O	-5	-6%
CCOC(=O)CSc1snnc1C	-7	2%
CCc1nc2ccc(C(=O)NCc3ccccc3OC)cn2c1N(C)C(=O)Cc1ccccc1	-15	0%
COCCNc1nc(Nc2ccc(C(=O)OC)cc2)c2sccc2n1	-21	-5%
O=C(NCc1ccco1)c1cccc2c1C(=O)c1ccc(N3CCC(N4CCCCC4)CC3)cc1S2(=O)=O	-22	-16%
Cc1cc(C)c(C(O)c2ncc(-c3ccccc3F)[nH]2)c(C)c1 (centres undefined)	23	0%
CCOC(=O)C[C@H]1c2cc(F)ccc2S(=O)(=O)N1C1CCCC1	4	0%
COC(=O)C12CCc3c(ccc4cc(OC)ccc34)C1=CC(=O)C2 (centres undefined)	-20	12%
O=C1CCN(Cc2ccc(Cl)cc2Cl)C(=O)N1	-32	-4%
COc1ccc2c(CN3CCN(c4ccccc4OC)CC3)cc(=O)oc2c1	-15	-10%
COC(=O)c1cnc(NC(=O)C2(C)CCCN(C(C)=O)C2)s1 (centres undefined)	16	-5%
N#Cc1ccc(-c2nc3c4ccccc4ccn3c2Cc2cccc(Cl)c2)cc1	4	64%[activator]
Cc1ccc(S(=O)(=O)N2CCN(C(=O)c3cc(S(=O)(=O)N4CCOCC4)c(Cl)cc3Cl)CC2)cc1	u	-10%
Cc1ccc(CNC(=O)CN(C)S(=O)(=O)c2ccc(F)cc2)cc1	5	-5%
COc1ccc(S(=O)(=O)N2CCN(C(=O)c3ccc(COc4ccccc4)o3)CC2)cc1	-5	1%
O=C(CSc1nnc(-c2c[nH]c3ccccc23)n1C1CC1)NC1CCS(=O)(=O)C1 (centres undefined)	10	12%
COc1ccc(-c2coc3c(C(=O)NCCN4CCOCC4)cccc23)c(C)c1	-32	-24%
CN1C(=O)CC(N2CCN(c3ccccc3)CC2)C1=O (centres undefined)	10	-2%
NS(=O)(=O)c1ccc(N2N=C(c3ccccc3)CC2c2ccc(Br)cc2)cc1 (centres undefined)	15	44%[activator]
CC(C)NC1CCC(Nc2ccnc3cc(Cl)ccc23)CC1 (centres undefined)	u	0%
CNc1ccc(-c2cccc(C(=O)N3CCOCC3)c2)cn1	18	-4%
C/C(=C\C(=O)c1ccc(C)cc1)NCc1ccc(F)cc1	-27	-5%
CCCCCCCCN1C(=O)[C@H](CC(=O)NCc2cccs2)C[C@@]2(C(=O)OCC)CCCC=C12	-5	-13%
CNc1ccccc1C(=O)OCC(=O)N1CCc2ccccc2C1	27	22%
COc1cccc(CNc2nc3cc(-c4cnn(Cc5ccccc5)c4)sc3c(=O)n2C)c1	-82*	-9%
OC(c1cccnc1)c1nc(/C=C/c2ccc(C(F)(F)F)cc2)cs1 (centres undefined)	u	8%
O=C(Nc1ccc(F)cc1)C(c1cc2ccccc2o1)N1CCN(C(=O)c2ccco2)CC1 (centres undefined)	19	15%
O=c1[nH]c2ccccc2n1C1CCN(C(c2nnnn2C2CCCCC2)C2CC2)CC1 (centres undefined)	-38	u

In the list so far, these have a Cl atom.
SMILES	HCMV antiviral	AMA1-RON2 inh
Clc1ccc(-c2nc3ccc(Cl)cn3c2Cc2ccsc2)cc1	9	-4%
CCN1CCCC1CNC(=O)c1ccc2c(c1)NC(=O)/C(=C\c1ccccc1Cl)S2 (centres undefined)	-63*	-17%
O=C(c1cccc(S(=O)(=O)N2CCCC2)c1)N1CCN(S(=O)(=O)c2cccc(Cl)c2)CC1	28	-9%
C[C@H]1CN([C@@H](C)CO)C(=O)CCCn2nncc2CO[C@@H]1CN(C)Cc1ccc(Cl)c(Cl)c1	2	-2%
NC(Cc1ccc(Cl)cc1)c1csc(NC(=O)NCC2CCCCC2)n1 (centres undefined)	17	56%[activator]
CC1(C(=O)NS(=O)(=O)c2ccccc2)CCN1C(=O)C1(c2ccc(Cl)cc2)CCC1 (centres undefined)	-4	3%
CCOC(=O)[C@]12CCCC=C1N(Cc1ccc(Cl)cc1Cl)C(=O)[C@H](CC(=O)NCCc1ccccc1OC)C2	7	-22%
N#Cc1ccc(C(=O)N2CCCCC2c2cc(C(=O)Nc3ccccc3Cl)no2)cc1 (centres undefined)	-9	-7%
NS(=O)(=O)c1cc(C(=O)OCCNC(=O)c2ccccc2)c(Cl)cc1Cl	12	-12%
CC1(C(=O)NS(=O)(=O)C2CC2)CCCN(C(=O)COc2ccc(Cl)cc2Cl)C1 (centres undefined)	-22	11%
CC1(C(=O)NS(=O)(=O)c2ccc(F)cc2F)CCN1C(=O)C1(c2ccc(Cl)cc2)CCC1 (centres undefined)	-37	1%
Cc1cc(NC(=O)Nc2cccc(Cl)c2)no1	3	8%
O=C1CCN(Cc2ccc(Cl)cc2Cl)C(=O)N1	-32	-4%
N#Cc1ccc(-c2nc3c4ccccc4ccn3c2Cc2cccc(Cl)c2)cc1	4	64%[activator]
Cc1ccc(S(=O)(=O)N2CCN(C(=O)c3cc(S(=O)(=O)N4CCOCC4)c(Cl)cc3Cl)CC2)cc1	u	-10%
CC(C)NC1CCC(Nc2ccnc3cc(Cl)ccc23)CC1 (centres undefined)	u	0%

High-throughput results (PubChem BioAssay)
